# TR SRC2 fluor cs: counter-screen for TRb-SRC2 inhibitors: fluorescence interference | 0.29% of 280,000 active | TRb/SRC2 Texas Red total fluorescence interference | Potency, µM (highest dose often 106 µM), inactives show top-dose fluorescence change, negative = quenching; active = well fitted curve in either direction with a large enough effect; inconclusive = small, poorly fitted or top-dose-only effect; also: potency is read from the fitted curve at half-maximal effect; % is scaled to controls: 0 for no effect and ±100 for the full control effect
#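 Flags fluorescent or light-absorbing compounds by total fluorescence, S + 2P, at 555 nm excitation and 632 nm emission. Mixture: 20 nM Texas Red SRC2 peptide, 0.6 uM human TRb LBD, 1 uM T3, 5% DMSO; compound exposure 5 h at ambient temperature.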
# Tau fluor cs: counter-screen for tau fibril formation inhibitors; tau K18 P301L Alexa594 fluorescence, heparin fibrillization; Potency, µM (doses to about 57.7 µM), without a hit: top-dose activity change, negative = decrease; 0.93% of 280,000 active; AID 1463; also: potency is read from the fitted curve at half-maximal effect; % is scaled to controls: 0 for no effect and ±100 for the full control effect; nearly all actives have a fitted effect of over 55% in size
#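 Human tau K18 P301L (15 uM unlabeled, 0.24 uM Alexa 594-labeled) in 100 mM sodium acetate pH 7 with 20 uM heparin, 6 hr at 37 C. ThT 30 uM added, 1 hr ambient; Alexa 594 FP and total fluorescence read at 555/632 nm.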
# NPSR antag: blocks cAMP signaling of the human neuropeptide S receptor; 1% of 220,000 active; Q6W5P4; Potency, µM (series often up to 38.3 µM), inactives show at the highest dose activity change, negative = inhibition, hits mostly inhibitors; CHO-NPSR cells, cAMP TR-FRET, antagonist mode; also: potency is read from the fitted curve at half-maximal effect; % is scaled to controls: 0 for no effect and ±100 for the full control effect; nearly all actives have a fitted effect of over 50% in size; many of its hits are not listed in these tables
# Target sequence (Q6W5P4 whole entry, looked up): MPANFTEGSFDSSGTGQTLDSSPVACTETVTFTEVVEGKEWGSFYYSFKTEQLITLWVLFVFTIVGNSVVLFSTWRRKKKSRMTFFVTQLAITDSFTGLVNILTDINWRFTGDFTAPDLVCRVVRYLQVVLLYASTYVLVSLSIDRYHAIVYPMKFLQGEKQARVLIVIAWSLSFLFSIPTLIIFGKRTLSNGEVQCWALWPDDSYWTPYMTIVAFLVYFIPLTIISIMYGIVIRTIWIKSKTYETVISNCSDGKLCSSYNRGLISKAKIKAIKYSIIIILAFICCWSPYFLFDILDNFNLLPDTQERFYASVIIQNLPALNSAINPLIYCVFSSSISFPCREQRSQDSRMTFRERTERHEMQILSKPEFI
# Epigenetic reg: epigenetic control regulation, reporter derepression; murine LDR cells, GFP reporter derepression, 30 h; Potency, µM (highest dose often 53.9 µM), for inactives: at the highest dose GFP activation, actives largely listed as activators; 0.2% of 280,000 active; AID 1865; also: potency is read from the fitted curve at half-maximal effect; % of control where 0% means no effect; nearly all actives have a fitted effect of over 60% in size
#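 Murine LDR cells carrying a silenced, genomically integrated CMV-driven GFP reporter were exposed to compound for 30 hours at 37 C. After PBS washes, GFP-positive cells (20–120 um objects) were counted by laser-scanning microplate cytometry.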
# TRb SRC2 PPI: disrupts binding of human TR beta to SRC2. 0.065% of 280,000 active. TRbeta-SRC2 peptide binding, fluorescence polarization; receptor liganded with 1 µM T3. Potency, µM (highest dose often 106 µM), for inactives: at the highest dose activity change, negative = inhibition, hits mostly inhibitors;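 also: potency is read from the fitted curve at half-maximal effect; plate controls were bound peptide for no effect and peptide without receptor for full effect; nearly all actives have a fitted effect of over 50% in size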
#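 Fluorescence polarization of 20 nM Texas Red SRC2 peptide with 0.6 uM human TRb ligand-binding domain, in Tris buffer with 1uM T3 and 5% DMSO. Incubated 5 hr ambient; normalized to unbound and bound controls.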
# GLA spleen mod: inhibits or activates alpha-galactosidase in human spleen homogenate; Potency, µM (top dose mostly 80 µM), for inactives: at the top dose activity change, negative = inhibition, usual class: inhibitors; 0.008% of 240,000 active; P06280; human spleen homogenate, 4MU-alpha-Gal fluorescence, 40 min;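 also: potency is read from the fitted curve at half-maximal effect; 0% = enzyme with vehicle and -100% = no enzyme basal signal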
#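 Spleen homogenate 1 ug + cpd (titration) + 4-MU-alpha-D-galactopyranoside 1 mM; 37C 40 min; 50 mM citrate/phosphate pH 5.0, 0.01% Tween-20; stop pH 10; fluorescence 365/440; AC50 via Hill.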
# CBFb RUNX1 block: blocks binding between human CBF-beta and RUNX1; Q01196+Q13951; AlphaScreen CBFb-His/RUNX1-biotin binding, biochemical; Potency, µM (titrated, usually from 59.8 µM), without a hit: at the top dose activity, negative = inhibition, most hits filed as inhibitors; 230,000 tested, under 10 active; AID 1477; also: % of control where 0% means no effect
# Target sequence (Q01196 whole entry, looked up): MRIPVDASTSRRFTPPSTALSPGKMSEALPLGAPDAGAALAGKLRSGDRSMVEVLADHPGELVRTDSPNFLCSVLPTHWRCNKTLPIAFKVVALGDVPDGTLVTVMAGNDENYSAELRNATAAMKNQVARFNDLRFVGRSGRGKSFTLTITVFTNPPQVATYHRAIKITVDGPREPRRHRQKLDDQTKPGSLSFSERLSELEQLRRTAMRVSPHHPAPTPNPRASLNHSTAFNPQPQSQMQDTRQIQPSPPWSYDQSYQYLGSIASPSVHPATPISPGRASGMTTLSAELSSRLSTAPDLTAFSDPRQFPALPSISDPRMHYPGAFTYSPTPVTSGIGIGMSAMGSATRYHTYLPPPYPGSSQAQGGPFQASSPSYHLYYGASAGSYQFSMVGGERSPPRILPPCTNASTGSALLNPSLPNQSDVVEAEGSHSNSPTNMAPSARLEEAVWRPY
# Target sequence (Q13951 whole entry, looked up): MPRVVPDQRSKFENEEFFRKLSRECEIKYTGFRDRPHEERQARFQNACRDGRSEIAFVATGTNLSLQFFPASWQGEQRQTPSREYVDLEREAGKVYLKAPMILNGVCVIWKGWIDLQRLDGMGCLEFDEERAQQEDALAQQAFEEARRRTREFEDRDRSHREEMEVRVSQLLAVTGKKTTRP
#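 Inhibition was taken as any reduction in AlphaScreen signal from the CBF-beta–RUNX1 pair (His and biotin tags, 30 nM each), measured after compound (15 min) and bead (90 min) incubations at room temperature.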
# Tau FP inhib: inhibitors of human tau fibril formation. P10636. K18 P301L tau heparin fibrillization, Alexa594 FP, 6 h. Potency, µM (doses to about 57.7 µM), inactives show top-dose activity, negative = inhibition, hits mostly inhibitors. 0.39% of 280,000 active; also: potency is read from the fitted curve at half-maximal effect; % is scaled to controls: 0 for no effect and ±100 for the full control effect; nearly all actives have a fitted effect of over 55% in size
#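 Read-out: fluorescence polarization of Alexa 594-labeled tau (0.24 uM), 555 nm excitation, 632 nm emission. Mixtures held 15 uM unlabeled K18 P301L, compound and 20 uM heparin, pH 7 acetate buffer, incubated 6 hr at 37 C.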
# Numbers without * were called inactive; u = inconclusive; x = no result given; & = joins results of further samples; [ ] = another dose, or the depositor's remark. Unless noted, calls follow the shape of the dose curve; as a rule, active = well fitted curve in the direction sought with a large enough effect; inconclusive = small, poorly fitted or top-dose-only effect, or another doubt; inactive = no such curve, though single readings can be large; an effect the other way counts as inactive or inconclusive. This is a subset; count on the stated rates, not on these rows.
SMILES,TR SRC2 fluor cs,Tau fluor cs,NPSR antag,Epigenetic reg,TRb SRC2 PPI,GLA spleen mod,CBFb RUNX1 block,Tau FP inhib
CCOC(=O)NNc1ccc(C(F)(F)F)cn1,-1%,-14%,-23%,2.9%,5%,6%,-3%,-4%
CC1CCC(C(C)C)C(OC(=O)CSc2nnc(N)s2)C1 (stereo not given),-1%,-11%,-17%[46.1 µM],-0.9%,3%,6%,2%,7%
CN(c1cccc(Cl)c1)S(=O)(=O)c1cccc(C(=O)NC2=NCCS2)c1,2%,u,-13%[46.1 µM],1.5%,-27%,6%,-2%,-8%
CSc1nc(C)cc(Oc2ccccc2)n1,2%,-8%,11%,1.1%,-5%,7%,0%,-3%
Cc1occc1C(=O)O/N=C(\N)c1ccc(Cl)cc1,-1%,12%[0.0958 µM],-1%,-1.6%,3%,-7%,7%,2%[0.0958 µM]
COC(=O)c1ccc(S(=O)(=O)NCc2ccco2)o1,4%,16%,-24%,-0.3%,9%,10%,5%,6%
O=C(O)c1nn(CC(=O)N2CCCCCC2)c(=O)c2ccccc12,-2%,-6%,-1%,3.4%,-1%,2%,1%,-5%
O=C1CCC(c2ccccc2)=NN1Cc1c(F)cccc1Cl,-2%,-9%,-15%,-6.1%,-12%,4%,13%,-4%
O=C(O)c1cccc(S(=O)(=O)Nc2ccccc2Cl)c1,1%,1%,1%[46.1 µM],0.0%,0%,-18%,4%,-2%
CCN(CC)CCNC(=O)c1ccc(CS(=O)(=O)c2ccc(Br)cc2)o1,-7%,0%,-16%[46.1 µM],0.0%,-1%,2%,-4%,5%
Cc1ccc(OCC(=O)Nc2ccc(N3CCN(S(C)(=O)=O)CC3)cc2)cc1,-1%,-15%,-1%,1.0%,-2%,9%,2%,4%
Cc1[nH]c2ccccc2c1/C=N/NC(=O)CNC(=O)COc1ccccc1,-3%,u,10%,0.9%,10%,0%,3%,10%
CCOC(=O)CSc1nc(C)c(C(C)=O)cc1C#N,0%,3%,1%[46.1 µM],0.0%,0%,13%,-6%,7%
NC(=S)n1[nH]c(-c2ccc([N+](=O)[O-])cc2)c(N=Nc2cccc(Cl)c2)c1=O,-9%,14µM*[quencher],-46%,-0.6%,-1%,-1%,-10%,6%
COc1ccc(Cl)cc1C(=O)NNC(=O)c1cccc(S(=O)(=O)N(C)C)c1,0%,-11%,5%,-1.0%,-8%,-1%,-4%,6%
Cc1cccc(NC(=O)Cn2nnc3ccccc32)c1,-3%,-2%,0%,3.5%,2%,1%,-4%,-5%
Cc1cc(C)c2cc(C(=O)N(C)C3CCN(C)CC3)[nH]c2c1,5%,-5%,2%[7.67 µM],-0.4%,-2%,0%,8%,-3%
O=c1c2[nH]c3ccccc3c2ncn1Cc1cccnc1,1%,-2%,-7%[46.1 µM],-2.3%,15%,-2%,0%,3%
COC(=O)CCC(=O)COc1ccccc1C#N,1%,-1%,4%[46.1 µM],3.1%,-10%,3%,2%,4%
Cc1ccc(S(=O)(=O)/C(C#N)=C/c2c(N3CCOCC3)nc3ccccn3c2=O)cc1,-3%,-18%,-15%[46.1 µM],2.1%,-1%,6%,-11%,-8%
CCOC(=O)Cc1cc(-c2ccc(OC)cc2)nc2ccc3ccccc3c12,1%,u,-11%,-0.9%,2%,u,u,u
O=C(N/N=C/c1ccccn1)C(O)c1ccccc1 (stereo not given),-1%,8%,9%,0.0%,-4%,5%,0%,0%
OCCCc1nc2ccccc2n1CCCCOc1ccccc1,6%,-7%,x,-0.2%,0%,x,x,3%
CCOCCCNC(=O)c1c[nH]c2ccc(S(=O)(=O)Nc3cccc(OC)c3)cc2c1=O,-2%,3%,-8%[46.1 µM],-0.8%,0%,1%,7%,1%
Cc1onc(-c2ccccc2Cl)c1C(=O)Nc1ccc(OCC(=O)N2CCOCC2)cc1,-2%,-8%,8%,-1.0%,12%,1%,-1%,-2%

# Some of the entries above in another layout.
# Results follow in this order: TR SRC2 fluor cs | Tau fluor cs | NPSR antag | Epigenetic reg | TRb SRC2 PPI | GLA spleen mod | CBFb RUNX1 block | Tau FP inhib
Cc1ccc(OCC(=O)Nc2ccc(N3CCN(S(C)(=O)=O)CC3)cc2)cc1
    -1% | -15% | -1% | 1.0% | -2% | 9% | 2% | 4%
Cc1[nH]c2ccccc2c1/C=N/NC(=O)CNC(=O)COc1ccccc1
    -3% | u | 10% | 0.9% | 10% | 0% | 3% | 10%

# Additional records.
SMILES,TR SRC2 fluor cs,Tau fluor cs,NPSR antag,Epigenetic reg,TRb SRC2 PPI,GLA spleen mod,CBFb RUNX1 block,Tau FP inhib
C=CCNc1ncnc2c1cnn2-c1ccc(C)cc1C,1%,-2%,-10%[46.1 µM],0.0%,-3%,1%,8%,0%
Cn1ccc2c(OCC(=O)Nc3ccc(OC(F)(F)F)cc3)cccc2c1=O,0%,-23%,x,2.4%,2%,x,x,u
O=c1c2c(nc3c(-c4cccc5ccccc45)c[nH]n13)CCC2,-2%,-2%,-5%[46.1 µM],-1.2%,6%,11%,12%,-2%
CC(C)c1ccc(NCCC(=O)c2ccc(Br)cc2)cc1,5%,-10%,10%,-1.0%,-17%,-2%,-2%,-1%
CC(N=Cc1c(O)c2ccccc2oc1=O)C(=O)O (stereo not given),-1%,-13%,3%,0.1%,2%,9%,1%,-3%
CC(=O)N1CCOc2cc(S(=O)(=O)NC(C)c3ccccc3)c(Cl)cc21 (stereo not given),8%,-2%,x,4.2%,4%,x,x,u
CN(C(=O)CSc1nc(N)c2c3c(sc2n1)CSC(C)(C)C3)c1ccccc1,-2%,0%,-19%,-1.0%,-8%,9%,-5%,2%
Cn1c2ccccc2n2c(=O)c(=O)n(CC(=O)N3CCCc4ccccc43)nc12,1%,4%,-8%,-1.4%,10%,4%,1%,3%
Cc1ccccc1/C=C/c1nc2ccccc2c(=O)n1CCc1ccccc1,1%,-16%,-37%,0.0%,-3%,10%,-9%,-5%
CCCc1c(O)c2ccccc2[nH]c1=O,0%,-1%,-3%[46.1 µM],-0.3%,1%,2%,3%,-1%
CCSC1=C(C#N)C2(CCCC2)C(C#N)=C(N)N1,-2%,-6%,13%[46.1 µM],-0.2%,-1%,9%,-4%,-1%
COc1ccc(/C=C/C(=O)Oc2cc(O)cc(O)c2)cc1,-1%,u,19%,-1.1%,3%,-27%,-4%,-12%
COCCn1c(=O)[nH]c2cc(C(=O)NCc3ccccc3Cl)ccc2c1=O,-1%,-21%,x,1.3%,2%,x,x,-6%
C=CCNC(=O)COc1cc(C)cc(C)c1C,-1%,0%,7%,1.7%,-15%,-5%,4%,-1%
COc1ccc(NC(C)=O)cc1S(=O)(=O)N1CCN(C(=O)c2ccccc2F)CC1,-3%,-6%,5%,-1.9%,7%,9%,2%,10%
CC(=O)c1c(C)oc2ccc(N(C(=O)Oc3ccccc3)S(=O)(=O)c3ccc(Cl)cc3)cc12,-2%,-6%,x,-0.9%,6%,x,x,4%
CCc1cc2c(=O)c(-c3nc4ccccc4[nH]3)coc2cc1OC(=O)N1CCOCC1,0%,2%,-1%[46.1 µM],-2.2%,9%,-3%,5%,3%
CCN(CC)C(=O)CSc1n[nH]c(=S)n1N,-4%,-9%,-3%[7.67 µM],-0.3%,0%,1%,14%,u
CN1CCN2c3ncccc3Cc3ccccc3C2C1 (stereo not given),1%&-1%,-3%,x,-1.6%,-8%&-8%,-6%,1%[21.7 µM],1%
CN(C)Cc1c(O)ccc2oc(Cc3ccccc3)cc12,-3%,-10%,22%[46.1 µM],-4.5%,-5%,-5%,-12%,6%
COc1ccc(NC(=O)N2CCc3nc(COc4ccccc4)c4c(c3C2)CO[C@@H](C)C4)cc1,0%[11.2 µM],-19%[11.6 µM],x,x,2%[11.2 µM],1%[17.5 µM],-3%[13.1 µM],8%[11.6 µM]
COc1ccc(/C=C/C(=O)O)cc1COc1cccc(C)c1,2%,5%,-15%,2.2%,-2%,-14%,-13%,-2%
Cc1csc(=Nc2c(C)n(C)n(-c3ccccc3)c2=O)n1Cc1ccccc1,-1%,0%,-15%[46.1 µM],u,-3%,1%,0%,7%
NC(=O)CCC1NC(=S)N(Cc2ccccc2)C1=O (stereo not given),0%,15%,11%,3.1%,-15%,-14%,-2%,6%
Cc1cc2c(c(=O)o1)[C@@H](O)[C@H]1O[C@@H]1C2=O,1%[11.2 µM],u,x,2.0%[10.1 µM],1%[11.2 µM],1%[17.5 µM],2%[13.1 µM],u

# (cont.)
SMILES,TR SRC2 fluor cs,Tau fluor cs,NPSR antag,Epigenetic reg,TRb SRC2 PPI,GLA spleen mod,CBFb RUNX1 block,Tau FP inhib
CCCCN(CCNP(=O)(OCC)OCC)CP(=O)(OCC)OCC,2%,1%,-4%[46.1 µM],1.3%,-21%,12%,0%,-9%
CCOC(=O)NC1(C(F)(F)F)NC(=O)N(c2cccc(C(F)(F)F)c2)C1=O (stereo not given),-10%,-8%,-9%[46.1 µM],0.0%,7%,5%,12%,3%
C=C(N(C)C)[C@]1(C)C[C@H]1[C@H](NC(=O)CNC(=O)OCc1ccccc1)c1ccccc1,-3%,-18%,x,0.4%,1%,-4%,-7%,8%
C=CC(C1=CC(=O)C(OC)=CC1=O)c1ccc(O)cc1 (stereo not given),-1%,u,x,-1.3%,-8%,7%,-5%,u
Cc1ccc(N/N=C(/Sc2nnnn2-c2ccccc2)C(=O)c2ccccc2)cc1,-2%,-22%,-26%,0.0%,-1%,6%,9%,0%
O=C(N/N=C/c1ccc(Cl)cc1)C(=O)N1CCCCCC1,-1%,7%[2.34 µM],-14%,-0.1%,1%,3%,1%,-8%
CCc1cccc(C)c1N1C(=O)CC(C)(C)CC1=O,-1%,-10%,12%,-0.7%,-7%,19%,5%,5%
CCn1cc(C(=O)NCCc2ccccc2)c(=O)c2cc(F)c(N3CCN(C)CC3)cc21,-1%,-10%,3%[46.1 µM],-1.0%,-3%,-3%,3%,-1%
O=C(O)C1CCC(Cn2c(SCc3cc(=O)n4cc(Cl)ccc4n3)nc3ccsc3c2=O)CC1 (stereo not given),0%,-3%,18%,0.4%,1%,6%,-5%,-10%
